Cneo AK release: Cryptococcus neoformans lysis via adenylate kinase release. lysis activity, % at 15 µM. C. neoformans lysis, adenylate kinase release luminescence, 4 h; normalised: neutral wells 0, clomiphene wells 100. 0.2% of 360,000 active;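 active means mean lysis activity across replicates of at least 80%, whatever share of replicates individually reach that level; inactive means mean lysis activity below 80%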
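Signal: Adenylate kinase release luminescence | Assay system: Log-phase Cryptococcus neoformans yeast cells | Input: Cells at 5 × 10^6 per mL | Buffer or medium: Fresh YPD growth medium | Compound: Single dose | Schedule: Static 4 h at 37 °C with compound, 1 h detection | Controls: Clomiphene | Read-out: Luminescence rise reflecting yeast cell lysis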
miR122 inh: inhibitors of miR-122 in Huh7 cells; activation (reporter increase), % at 12.5 µM; Huh7 miR-122 Renilla luciferase sensor, 48 h; neutral wells = 0, positive control = 100; 0.3% of 340,000 active;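 active means mean replicate activation score at least 90 and every replicate individually at or above 90; inconclusive means only one of the two criteria met; inactive means neither criterion met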;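 further: higher luciferase means less miR-122 activity so hits act as miR-122 inhibitors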
CASP6 VEID inh: inhibitors of human caspase-6; P55212; purified caspase-6, Z-VEID-R110 cleavage fluorescence; inhibition, % at 12.5 µM; 0.53% of 350,000 active; AID 686996;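 active means mean inhibition across replicates at least about 35%, with every replicate also reaching that limit, limit read from the data; inconclusive means only one of the two criteria met; inactive means neither criterion met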;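 further: 0% = median of neutral control wells and 100% = no fluorescence left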
Target sequence (P55212 24-179 limits assumed): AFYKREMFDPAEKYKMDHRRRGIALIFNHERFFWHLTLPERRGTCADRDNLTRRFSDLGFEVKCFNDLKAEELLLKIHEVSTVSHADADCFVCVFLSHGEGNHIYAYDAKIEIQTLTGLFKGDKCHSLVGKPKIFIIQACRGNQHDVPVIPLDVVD
Target sequence (P55212 194-293 limits assumed): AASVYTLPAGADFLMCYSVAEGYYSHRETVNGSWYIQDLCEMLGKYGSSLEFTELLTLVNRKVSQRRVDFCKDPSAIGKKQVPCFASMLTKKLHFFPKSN
FN deposition inh: fibronectin deposition inhibition. AH1F fibroblasts, Alexa488-fibronectin deposition fluorescence, overnight. inhibition, % at 12.6 µM. 0.086% of 350,000 active;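 active means mean inhibition across replicates of 30% or more, regardless of how many single replicates reach that level; inconclusive means mean under 30% yet at least half of replicates reach 30%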;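 further: positive control wells lacked labelled fibronectin entirely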
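Test system: AH1F fibroblast monolayer depositing Alexa488-labelled fibronectin into matrix. Input: 10000 cells per well. Technique: fluorescence, ex 485 nm, em 525 nm. Buffer or medium: DMEM plus 2% serum, read in PBS. Timing: 1 h cell adhesion before compound, then overnight fibronectin incubation. Compound: single dose, pinned. Read-out basis: inhibition from reduced deposited-fibronectin fluorescence.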
EWS-Fli inh: blocks EWS/Fli oncoprotein-driven transcription; inhibition, % at 12.6 µM; A673 NR0B1-luciferase reporter, viability-normalised; 0.67% of 350,000 active;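 active means mean inhibition of at least 50% after viability correction, with every replicate also passing that limit; inconclusive means mean reaches 50% but only one of two replicates passes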;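 further: firefly luciferase signal divided by Alamar Blue viability fluorescence both relative to DMSO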
PAX8 inh HTS: lowers PAX8-driven luciferase in RMG-I cells; RMG-I TPO-luciferase reporter, SteadyGlo, 24 h; inhibition, % at 12.6 µM; 1.2% of 360,000 active; AID 652154;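 active means mean replicate inhibition at least 60% with every replicate also reaching 60%; inconclusive means only one of the two criteria is met; inactive means mean below 60% and not all replicates reaching 60%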;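 further: luciferase light reporting Pax8 driven TPO promoter activity; plate controls were median of neutral control wells for no effect and mitoxantrone controls for full effect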
PGC1a acetyl inh: modulators of PGC1a acetylation; inhibition, % at 15.6 µM; 0.17% of 350,000 active; U2OS PGC1a acetylation, AlphaScreen anti-acetyl-lysine; with virally co-expressed GCN5 acetyltransferase; AID 651687;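 active means every replicate shows inhibition of at least 40%; inconclusive means mean inhibition at least 40% but some replicate below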;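 further: 0% = neutral control wells and 100% = positive control wells; some results beyond the cut were filed as inactive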
LGR2 inh: blocks bursicon-induced cAMP signaling via Drosophila LGR2 | inhibition, % at 9.99 µM | 0.35% of 380,000 active | HEK293 LGR2, CRE-luciferase, bursicon-stimulated, 4 h;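 active means drop in luminescence signal, shown as inhibition above about 50% in the replicate tests, limit read from the data, passing the limit was not always enough; inconclusive means probably only some replicates passing the limit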;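 further: agonist challenge used bursicon conditioned medium at about half maximal strength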
An asterisk follows results filed as active; ? = inconclusive; · = not tested or not shown; [ ] = remark or other dose.

Structure	EWS-Fli inh	LGR2 inh	PAX8 inh HTS	PGC1a acetyl inh	miR122 inh	FN deposition inh	Cneo AK release	CASP6 VEID inh
O=c1[nH]cnc(O)c1C(c1ccc(Br)cc1)c1c(O)nc[nH]c1=O	-8	0	-5	0	-2	1	6	0
Cc1cc(C)c2sc(NC(=O)C3CC3)nc2c1	-38	·	-23	-4	-1	5	0	-1
C[C@H]1CN([C@@H](C)CO)C(=O)c2cc(NC(=O)Cc3cn(C)c4ccccc34)ccc2O[C@@H]1CN(C)S(=O)(=O)c1ccc(Cl)cc1	3	·	-13	8	23[16.7 µM]	·	-2	5
O=c1oc2cc(OCCO)ccc2c2c1CCCC2	-26	-13	-18	9	-14	-4	-1	3
CO[C@H]1CN(C)C(=O)c2cc(NS(=O)(=O)c3ccc(C)cc3)ccc2OC[C@H](C)N(C)C[C@@H]1C	-3	4	·	-12	0[16.7 µM]	0	5	-2
COc1ccc2c(c1)N(C[C@H](C)CN(C)C)c1ccccc1S2	-10	-17	-4	-11	-3	-8	4	5
COC(=O)CN1C(=O)NC2(CCCc3ccccc32)C1=O (stereo unspecified)	2	-7	14	5	8	2	3	-1
COc1ccc(S(=O)(=O)Nc2ccc3c(c2)C(=O)N([C@@H](C)CO)C[C@H](C)[C@@H](CN(C)C(=O)Nc2c(C)noc2C)OCCCC[C@@H](C)O3)cc1	-8	-5	10	5	8[16.7 µM]	6	-4	0
CCOC(=O)C(=C1Nc2ccccc2N1)n1c(-c2cnccn2)nc2ccccc21	-23	-26	-5	·	·	-7	·	0
Cc1ccc(C(=O)N2CCN(c3ccc4c(c3)C3CC4CCN3C(=O)OCc3ccccc3)CC2)cc1 (stereo unspecified)	-10	-1	-37	-16	-1	4	1	0
COc1cccc(-c2cn(CC[C@H]3CC[C@H](NC(=O)CN(C)C)[C@@H](CO)O3)nn2)c1	-7	-2	1	4	·	3	14	0
CC(C)(C)OC(=O)N1CCC(c2cc(=O)n3[nH]cc(C(=O)Nc4ccc(F)c(Cl)c4)c3n2)CC1	6	9	1	8	·	2	·	10
COC(=O)c1cc2ccsc2n1CC(=O)N(C)C1CCCCC1	·	·	·	2	-1	-10	0	·
O=c1[nH]c(=O)n(-c2ccccc2)c2c1C(C(F)(F)F)(C(F)(F)F)N=C(CCC1CCCCC1)N2	·	3	-14	1	-3	0	5	·
COc1cc2ccccc2cc1C(=O)NCc1ccncc1	-7	-1	6	5	14	·	0	0
COc1ccc2c3c([nH]c2c1)[C@H](CO)N(Cc1nccs1)CC31CN(C(=O)C2CCCCC2)C1	3	-5	16	·	·	·	·	-2
CCCS(=O)(=O)N1CCC(C(=O)NCc2ccc3c(c2)OCO3)CC1	-8	-20	3	·	·	·	·	3
NC(CCc1ccccc1)c1csc(Nc2ccc(C(F)(F)F)cn2)n1 (stereo unspecified)	5	1	-5	-6	3	27	3	-2
NC(=O)N/N=C/c1c(F)c(F)c(F)c(F)c1F	8	-2	-6	6	-2	4	0	0
N#C/C(=C\c1cn(-c2ccccc2)nc1-c1ccccc1)S(=O)(=O)c1ccccc1	·	1	7	-4	-7	·	0	·
COc1cccc(NC(=O)CSc2ccc(-c3ccco3)nn2)c1	·	7	-4	·	-1	-6	-1	11
Cc1cc(C(=O)CN2C(=O)C(=O)N(Cc3ccccc3)C2=O)c(C)n1CC1COc2ccccc2O1 (stereo unspecified)	31	23	9	5	-1	-6	·	-1
CCOc1ccc(S(=O)(=O)NCc2ccc3c(c2)OCO3)cc1	5	4	-15	-2	0	1	0	-1
CCOc1ncccc1C(=O)NCc1cccc(OC)c1	·	-20	4	18	-4	-1	1	·
COc1ccc(CCNC(=O)CSc2ncc(C(=O)Nc3ccccc3)c(=O)n2C)cc1	4	11	3	·	·	4	·	0
Cn1nc(C(=O)NCCc2ccc(Cl)cc2)c2c1-c1ccccc1S(=O)(=O)C2	-8	1	22	·	5	-8	1	4
C[C@@H]1CN([C@@H](C)CO)C(=O)c2cccc(NC(=O)Nc3ccc(F)cc3)c2O[C@H]1CN(C)Cc1ccc(Cl)c(Cl)c1	18	9	·	0	43[16.7 µM]	·	-3	2
Cc1ccc(NC(=O)c2cc(N(C)C)ccc2[P+](=O)O)cc1	-107	8	·	3	0	·	-2	2
Cc1cccc(-n2nnnc2-c2cnccc2C(F)(F)F)c1C	14	·	6	2	·	3	·	0
NC(=O)Nn1c(CCC(=O)O)ccc1-c1ccc(Br)cc1	·	-4	·	4	1	·	0	15
C[C@H](CO)N1C[C@H](C)[C@@H](CN(C)C(=O)CCN2CCCCC2)Oc2ncc(C#Cc3ccccn3)cc2C1=O	4	6	·	?	-10[16.7 µM]	·	-1	0
CCN(CC)S(=O)(=O)c1cc(C(=O)Nc2cc(C)on2)ccc1Cl	4	-14	3	1	-5	2	2	3
Cc1ccn(CCC(=O)N2CCCC(CCC(=O)NCc3ccc(F)c(F)c3)C2)n1 (stereo unspecified)	-6	·	0	·	·	8	·	-1
CCOc1ccc(N(CC(=O)NCc2ccccc2Cl)S(=O)(=O)c2c(C)[nH]c(=O)[nH]c2=O)cc1	·	5	-5	5	-2	-9	1	-1
C[C@H](CO)N1C[C@H](C)[C@@H](CN(C)Cc2ccc(Cl)c(Cl)c2)Oc2c(NC(=O)Cc3ccccc3)cccc2C1=O	17	49	48	·	43	3	6	3
COc1ccc(-c2nc3ccc(C(=O)NCCCN4CCOCC4)cc3nc2-c2ccc(OC)cc2)cc1	·	-6	-6	-29	-4	-4	2	-3
COc1cc(C=NNC(=O)c2ccccc2-n2cccc2)ccc1O	2	·	12	·	·	-6	1	0
Nc1nc2ccccc2n1/N=C/c1ccc2c(c1)OCO2	-124	-59	-103	-7	-2	7	0	0
O=S(=O)(c1ccc2c(c1)OCCO2)N1CCC(c2nc3ccc(Cl)cc3[nH]2)CC1	·	·	·	10	1	-2	-9	·
CN1C(=O)c2cc(NC(=O)Cc3cccs3)ccc2OC[C@H]2O[C@@H](CC(=O)NCC3CC3)CC[C@H]21	0	0	-3	10	2[16.7 µM]	-4	-3	0
CCC(OC(=O)c1nsc(Cl)c1Cl)C(=O)NCCOC (stereo unspecified)	-2	32	-2	-1	·	10	·	-1
Cn1cnnc1SCc1ccccc1[N+](=O)[O-]	5	1	9	-4	-9	4	-1	-4
C[C@@H]1CN([C@@H](C)CO)C(=O)c2cc(NC(=O)Cn3cnnn3)ccc2O[C@@H]1CN(C)CC1CCCCC1	4	-15	·	0	-1[16.7 µM]	·	47	-6
O=C(CCS(=O)(=O)Cc1ccccc1)NCc1ccco1	·	·	·	5	-4	-3	1	·
CN1CCN(C(=O)c2ccc(CS(=O)(=O)c3c(Cl)cccc3Cl)o2)CC1	-3	3	-5	3	-4	2	0	-1
CCc1sc(-c2ccccc2)nc1C(=O)OC	-1	-23	-4	·	·	-3	·	-3
CC1=NN(C(=O)CSCc2ccccc2)C(O)(c2ccc(F)cc2)C1 (stereo unspecified)	-9	12	-7	-3	-2	1	1	-7
C[C@@H]1CN([C@@H](C)CO)C(=O)c2cc(NC(=O)CCCN(C)C)ccc2O[C@@H]1CN(C)S(=O)(=O)c1ccc(Cl)cc1	21	-12	30	7	8[16.7 µM]	·	63	2
OC[C@@H]1[C@H](c2ccc(C#Cc3cccnc3)cc2)[C@H]2CN(Cc3ccccc3F)CCCCN12	18	-18	-19	6	-5[16.7 µM]	·	3	-2
COCC(=O)Nc1ccc2c(c1)C(=O)N(C)C[C@H](OC)[C@H](C)CN(Cc1ccccc1F)[C@H](C)CO2	2	-17	-11	3	·	5	-1	-1
CC(C)CNC(=O)c1cc([N+](=O)[O-])ccc1N1CCOCC1	-10	·	8	2	·	-9	·	-1
Cc1[nH]c(=O)[nH]c(=O)c1CCSSCCc1c(C)[nH]c(=O)[nH]c1=O	4	-11	-12	·	·	0	·	-2
O=c1cc(CO)oc2ccccc12	4	-22	1	-1	-1	-23	7	1
CC(=O)N1CCN(C(=O)c2cccc(S(=O)(=O)N3CCN(c4ccc(F)cc4)CC3)c2)CC1	6	-9	-7	·	·	6	·	0
COc1ccccc1C(=O)NCCC(=O)N1CCN(c2ccccc2O)CC1	-1	7	·	·	·	0	0	-5
CC(=O)Nc1ccc(NC(=O)c2cc(S(=O)(=O)N3CCCCC3)ccc2N2CCOCC2)cc1	1	6	-18	-9	4	-5	-1	2
CNc1ccc2ncc(-c3ccccc3NC(C)=O)n2n1	2	-24	-2	0	-6	1	0	0
COc1ccc(S(=O)(=O)N2CCOCC2)cc1OC	·	-2	-9	10	3	-2	·	·
CC(C)C#Cc1ccc([C@H]2[C@@H](CO)N3C(=O)CN(C(=O)C4CCCCC4)C[C@@H]23)cc1	4	-1	-17	-6	·	·	·	9
Cc1cc(C(=O)COC(=O)Cc2n[nH]c(=O)c3ccccc23)c(C)n1-c1cccc(C(F)(F)F)c1	·	15	20	8	-4	0	1	·

Later entries
Structure	EWS-Fli inh	LGR2 inh	PAX8 inh HTS	PGC1a acetyl inh	miR122 inh	FN deposition inh	Cneo AK release	CASP6 VEID inh
CCOc1ccc2nc3sc(C(=O)N4CCN(C)CC4)c(N)c3cc2c1	·	·	-152	9	0	0	-6	·
COc1cc(-c2nnc(COC(=O)C3c4ccccc4Oc4ccccc43)o2)cc(OC)c1OC	·	·	·	0	-1	-1	8	·
CN(C)C(=O)[C@H]1[C@H](CO)[C@H]2Cn3c(cccc3=O)[C@H]2N1C(=O)NC1CCCC1	-1	-5	·	0	·	·	·	-1
CCCS(=O)(=O)c1ncc(Cl)c(C(=O)Nc2ccc(S(=O)(=O)Nc3ncccn3)cc2)n1	-3	3	10	-1	-9	6	2	·

Part of the list above, reformatted:
COc1ccc(S(=O)(=O)N2CCOCC2)cc1OC
  EWS-Fli inh: · | LGR2 inh: -2 | PAX8 inh HTS: -9 | PGC1a acetyl inh: 10 | miR122 inh: 3 | FN deposition inh: -2 | Cneo AK release: · | CASP6 VEID inh: ·
COc1cc(-c2nnc(COC(=O)C3c4ccccc4Oc4ccccc43)o2)cc(OC)c1OC
  EWS-Fli inh: · | LGR2 inh: · | PAX8 inh HTS: · | PGC1a acetyl inh: 0 | miR122 inh: -1 | FN deposition inh: -1 | Cneo AK release: 8 | CASP6 VEID inh: ·
CCN(CC)S(=O)(=O)c1cc(C(=O)Nc2cc(C)on2)ccc1Cl
  EWS-Fli inh: 4 | LGR2 inh: -14 | PAX8 inh HTS: 3 | PGC1a acetyl inh: 1 | miR122 inh: -5 | FN deposition inh: 2 | Cneo AK release: 2 | CASP6 VEID inh: 3
CO[C@H]1CN(C)C(=O)c2cc(NS(=O)(=O)c3ccc(C)cc3)ccc2OC[C@H](C)N(C)C[C@@H]1C
  EWS-Fli inh: -3 | LGR2 inh: 4 | PAX8 inh HTS: · | PGC1a acetyl inh: -12 | miR122 inh: 0[16.7 µM] | FN deposition inh: 0 | Cneo AK release: 5 | CASP6 VEID inh: -2

Screens from PubChem BioAssay.

Compounds as they come; about 2.5% have a hit in one of these screens.
